# Assay outcomes from PubChem.
# Jurkat NFkB inh: inhibitors of induced NF-kB luciferase reporter, primary screen, TCR NF-kB activation inhibitor project, cell-based, luminescence, uHTS; Jurkat, PMA/ionomycin-induced NF-kB luciferase reporter; inhibition, % at 4 µM; 330,000 tested, 0.53% active
# CCR6 antag: CCR6 receptor antagonists, primary screen, cell-based, CHO-K1, luminescence, beta-arrestin, uHTS; 340,000 tested, 0.49% active; AID 493098, 2011; inhibition, % at 20 µM; CHO-K1 CCR6 PathHunter beta-arrestin, CCL20-stimulated; C-C chemokine receptor type 6 (Homo sapiens), P51684;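 active means compounds whose inhibition of the agonist-driven luminescence signal at 20 µM reaches about 50%, limit read from the data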;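 further: cells stimulated with CCL20 at 14 nM final; plate controls were DMSO with CCL20 for no effect and DMSO without agonist for full effect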
# Target sequence (P51684 whole entry, looked up): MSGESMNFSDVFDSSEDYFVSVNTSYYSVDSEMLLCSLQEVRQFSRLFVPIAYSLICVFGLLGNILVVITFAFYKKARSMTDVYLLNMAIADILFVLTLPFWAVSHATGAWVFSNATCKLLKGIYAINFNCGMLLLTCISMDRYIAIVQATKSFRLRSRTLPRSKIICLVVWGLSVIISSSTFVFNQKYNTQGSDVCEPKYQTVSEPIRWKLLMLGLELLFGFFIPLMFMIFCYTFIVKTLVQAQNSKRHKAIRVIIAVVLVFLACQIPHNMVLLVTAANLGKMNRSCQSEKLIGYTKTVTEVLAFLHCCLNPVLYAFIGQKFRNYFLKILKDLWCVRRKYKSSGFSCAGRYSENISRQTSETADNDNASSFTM
# Gli-Sufu antag: Gli-Sufu pathway antagonists, primary screen, luciferase luminescence, Sufu-KO-LIGHT cells, uHTS; AID 588413, 2011; 340,000 tested, 0.74% active; Sufu-KO-LIGHT fibroblasts, Gli luciferase reporter luminescence; inhibition, % at 5 µM;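 active means inhibition above about 55%, limit read from the data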;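 further: 0% = DMSO-treated cells and 100% = wells with medium but no cells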
# EBI2 antag: EBI2 receptor antagonists, beta-arrestin recruitment, primary screen, cell-based, luminescence, 7a,25-OHC stimulation, uHTS; G-protein coupled receptor 183 (Homo sapiens), P32249; 7a,25-OHC stimulated; inhibition, % at 5 µM; 360,000 tested, 0.81% active; AID 651636, 2012; in the data active means inhibition above about 38%;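 further: enzyme fragment complementation signal reports receptor beta-arrestin coupling in cells; 0% = agonist plus DMSO wells and 100% = wells without agonist; some results beyond the cut were filed as inactive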
# Apaf-1 inh: inhibitors of human Apaf-1 apoptosome, primary screen, biochemical, DEVD-Rh110 fluorescence, uHTS; AID 489030, 2010; 330,000 tested, 0.71% active; reconstituted apoptosome caspase-3 activity; inhibition, % at 20 µM; Apoptotic protease-activating factor 1 (Homo sapiens), O14727; active means inhibition of at least 40% at 20 µM;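 further: plate controls were DMSO wells for no effect and DEVD-CHO caspase inhibitor wells for full effect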
#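 Assay system – apoptosome proteins · Medium – Hepes buffer, pH 7.5 · Also added – cytochrome c with DEVD-Rh110 · Timing – 30 min compound preincubation, 50 min activation, room temperature · Detection – Rh110 fluorescence, excitation 480 nm, emission 540 nm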
# SENP8 block: SENP8 protease inhibitors, primary screen, biochemical, luminescence. inhibition, % at 10 µM. Sentrin-specific protease 8 (Homo sapiens), Q96LD8. AID 2540, 2010. purified SENP8, Z-RLRGG-aminoluciferin cleavage. 330,000 tested, 1.2% active
# Target sequence (Q96LD8 whole entry, looked up): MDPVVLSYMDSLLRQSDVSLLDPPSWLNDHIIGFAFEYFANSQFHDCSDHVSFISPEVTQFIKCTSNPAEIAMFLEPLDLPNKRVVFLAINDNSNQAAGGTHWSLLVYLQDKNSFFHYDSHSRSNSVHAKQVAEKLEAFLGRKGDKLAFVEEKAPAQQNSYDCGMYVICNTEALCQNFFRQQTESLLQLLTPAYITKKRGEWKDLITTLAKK
# 697 NFkB inh: inhibitors of PMA/ionomycin-induced NF-kB reporter, 697 cells, primary screen, B-cell NF-kB inhibitor project, cell-based, luminescence, uHTS. 697 B-cell NF-kB luciferase reporter, 16 h. inhibition, % at 4 µM. 330,000 tested, 0.33% active; in the data active means inhibition above about 35%
# UBC13 inh: UBC13 polyubiquitin chain formation inhibitors, primary screen, biochemical, TR-FRET, uHTS; inhibition, % at 20 µM; Ubiquitin-conjugating enzyme E2 N (Homo sapiens), P61088; 330,000 tested, 0.47% active; in the data active means inhibition above about 45%, passing the limit was not always enough
# Target sequence (P61088 whole entry, looked up): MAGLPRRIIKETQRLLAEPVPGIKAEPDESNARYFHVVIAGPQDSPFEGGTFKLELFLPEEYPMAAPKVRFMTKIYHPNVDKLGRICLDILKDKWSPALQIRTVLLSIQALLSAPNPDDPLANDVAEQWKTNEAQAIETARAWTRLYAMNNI
# An asterisk follows results filed as active; · = no result given. Unless noted, no stated cut-off is given here; in the data, active means inhibition above about 50%; inactive means the rest.
# Abbreviations – A = Jurkat NFkB inh; B = CCR6 antag; C = Gli-Sufu antag; D = EBI2 antag; E = Apaf-1 inh; F = SENP8 block; G = 697 NFkB inh; H = UBC13 inh
CN(CC(=O)N1CCN(c2ccccc2F)CC1)S(=O)(=O)c1cnc[nH]1
  A: 2	B: 5	C: 4	D: 6	E: -8	F: 6	G: 15	H: 0
Cc1ccc(C)c(NC(=O)CCN2CCc3ccccc3C2)c1
  A: 4	B: 10	C: -7	D: 4	E: -8	F: 1	G: 11	H: -4
O=C(Nn1c(-c2ccncc2)nc2ccccc2c1=O)c1ccccc1Br
  A: 1	B: 8	C: -1	D: 0	E: 5	F: -9	G: 13	H: 5
COc1cccc(-c2ncc3ccccc3c2COC(=O)c2ccccc2C(=O)O)c1
  A: -15	B: 17	C: -17	D: -8	E: -3	F: -2	G: 14	H: 5
Cc1ccc(-c2nc3cnccn3c2Nc2ccc3c(c2)OCO3)o1
  A: -13	B: 13	C: -3	D: -3	E: 27	F: -13	G: -44	H: -2
Cc1cc(C)c2nc(NC(=O)c3ccco3)sc2c1
  A: -135	B: 11	C: -139	D: -2	E: 6	F: 80*	G: -298	H: 15
CC(C)CCC1(C)NC(=O)N(CC(=O)c2ccc[nH]2)C1=O (stereo unspecified)
  A: 7	B: -3	C: -7	D: -6	E: -12	F: -10	G: -7	H: -3
COc1ccc(CC2NCCC3=CC(=O)CCC32)cc1O (stereo unspecified)
  A: 13	B: 1	C: 16	D: -9	E: -6	F: -8	G: -4	H: -6
O=C(c1cc2ccccc2cc1O)N1CCN(c2ccccn2)CC1
  A: -2	B: 11	C: -4	D: 9	E: 6	F: -4	G: 2	H: 6
CCN1CCCC1CNC(=O)CN(C)S(=O)(=O)c1ccc(Cl)cc1 (stereo unspecified)
  A: -14	B: 5	C: 13	D: -2	E: -1	F: 10	G: 5	H: 2
NS(=O)(=O)c1ccc(N2CCCC2=O)c([N+](=O)[O-])c1
  A: 4	B: 1	C: 5	D: 0	E: 1	F: -9	G: 7	H: -5
CCn1c(SCC(=O)Nc2nccs2)nnc1-c1ccncc1
  A: 2	B: -1	C: -11	D: -4	E: -14	F: 2	G: 0	H: 2
Cc1ccc(NC(=O)CN(C)C(=O)CSc2nncn2C)cc1
  A: -4	B: -2	C: 11	D: 3	E: 10	F: 6	G: 1	H: -3
c1ccc(NC2=Nc3ccccc3CS2)cc1
  A: -68	B: 9	C: 5	D: 2	E: 2	F: 51*	G: -147	H: -1
CCN1CCN(Cc2c(O)ccc3c(C)cc(=O)oc23)CC1
  A: -28	B: -4	C: 2	D: 0	E: -1	F: 1	G: -5	H: 11
Cc1nc(NC(=O)CSc2nnc(C3CC3)n2C)sc1C(=O)N(C)C
  A: 18	B: -17	C: -5	D: -17	E: -5	F: -2	G: 29	H: 6
CCCn1c(SCC(=O)OCc2ccccc2)nc2c1c(=O)n(C)c(=O)n2C
  A: 0	B: -1	C: 4	D: 6	E: 3	F: -9	G: 4	H: -11
CCn1c(SCc2ccccc2)nnc1C1CCCCC1
  A: 12	B: 9	C: 4	D: 2	E: 5	F: 9	G: -19	H: -3
CCOc1c(OC(C)=O)ccc(/C=C/c2ccc3cccc(OC)c3n2)c1[N+](=O)[O-]
  A: 29	B: 27	C: -15	D: 21	E: -18	F: -11	G: -59	H: -29
O=C(c1ccco1)N1CCN(/C(=N/S(=O)(=O)c2cccs2)c2ccccc2Cl)CC1
  A: 12	B: -12	C: 17	D: 1	E: 2	F: 4	G: 3	H: -5
Cc1ccc(S(=O)(=O)Nc2nncs2)cc1
  A: -12	B: 10	C: 4	D: -4	E: 1	F: -2	G: -6	H: -3
Cc1cc(OCCN2CCCC2)cc(C(C)C)c1
  A: 11	B: 13	C: 7	D: 5	E: 0	F: -1	G: 11	H: 6
Cc1ccc(Cl)c(OCCCN(C)Cc2ccccc2)c1
  A: 2	B: 20	C: 3	D: 9	E: -18	F: 1	G: 9	H: 10
O=C(O)C(NS(=O)(=O)c1ccc(F)cc1)c1ccccc1 (stereo unspecified)
  A: -7	B: -6	C: 20	D: -5	E: 4	F: -3	G: -8	H: -19
CN(N)c1nc(-c2ccccc2)cc(-c2ccccc2)n1
  A: -6	B: 12	C: -9	D: 4	E: 14	F: -14	G: 2	H: 4
COc1ccc(CCN=C(N)Nc2nc(C)cc(C)n2)cc1
  A: -11	B: 9	C: 39	D: -4	E: -11	F: 5	G: -21	H: 3
Cc1nn(-c2ccc(N3CCOCC3)nn2)c(C)c1CCC(=O)Nc1ccccc1
  A: -11	B: 0	C: -8	D: 0	E: -9	F: -9	G: -9	H: -1
CCOC(=O)C1CCN(C(=O)c2sc3nc(-c4ccc(F)cc4)cn3c2C)CC1
  A: 3	B: -2	C: -17	D: 5	E: 4	F: 4	G: 19	H: 10
CCN(CCCNC(=O)c1c(C)cc(=O)oc1C)c1cccc(C)c1
  A: 5	B: -3	C: 9	D: 5	E: -10	F: 1	G: 1	H: 6
S=c1[nH]nc(-c2ccccn2)n1/N=C/c1ccc(Cl)c(Cl)c1
  A: 12	B: 2	C: -24	D: 11	E: -12	F: 4	G: 14	H: -18
Cn1c(=O)oc2cc(S(=O)(=O)Nc3cccc4c3CCCC4)ccc21
  A: 11	B: 0	C: 14	D: 9	E: 10	F: -6	G: -22	H: 4
Cc1oc2cc(O)ccc2c(=O)c1-c1cnn(-c2ccccc2)c1
  A: -15	B: 31	C: -3	D: 6	E: 2	F: 14	G: -12	H: 13
CC(C)[C@H](NC(=O)[C@@H]1Cc2ccccc2CN1)C(=O)Nc1ccc2c(c1)OCCO2
  A: 3	B: 11	C: -6	D: -7	E: -4	F: -3	G: -11	H: 5
O=C(CCc1nc(-c2ccccc2)no1)NCCc1ccccc1
  A: 0	B: 15	C: -1	D: 9	E: -2	F: -1	G: -14	H: -13
COc1cc2[nH]ccc(=O)c2cc1OC
  A: 1	B: 9	C: 26	D: -2	E: 5	F: 5	G: 20	H: 1
COc1ccc(-n2c(SCC(=O)N/N=C/c3ccccc3OCC(=O)O)nc3ccccc3c2=O)cc1
  A: 3	B: 10	C: -7	D: 2	E: -3	F: 1	G: 3	H: -4
Cc1cc(C)n2c(SCc3nnc(-c4cccs4)o3)nnc2n1
  A: 1	B: 4	C: 1	D: -5	E: -2	F: 0	G: 6	H: 5
Cc1cc2ccccc2c(=O)n1CC(=O)NCC(=O)N1CCCC(C)C1 (stereo unspecified)
  A: -8	B: 11	C: 9	D: -3	E: 3	F: 0	G: -45	H: -11
COc1ccc(NC(=O)COc2ccc(C(=O)OCC(=O)N(C)C3CCS(=O)(=O)C3)cc2OC)cc1 (stereo unspecified)
  A: -20	B: -18	C: 8	D: -6	E: 7	F: -9	G: 5	H: -5
COc1ccccc1NC(=O)Nc1nn(C)c2cccc(OC)c12
  A: -23	B: 1	C: 1	D: 8	E: 19	F: -8	G: 1	H: 8
CC(C)c1nnc(NC(=O)C2CCN(S(=O)(=O)c3ccc(-n4cnnn4)cc3)CC2)s1
  A: -1	B: 7	C: 3	D: -2	E: -9	F: 11	G: -2	H: -6
COc1ccc(Br)cc1C1CC(=O)N2CN(C)CSC2=C1C#N (stereo unspecified)
  A: -3	B: 13	C: 4	D: -11	E: 42*	F: 1	G: 4	H: -22
CC(C)(C)NS(=O)(=O)c1ccc2nc(NC(=O)Cc3cccs3)sc2c1
  A: 11	B: -4	C: -7	D: 5	E: 15	F: -9	G: 7	H: 6
CSCC[C@H](NC(=O)OC(C)(C)C)C(=O)N1CCC(C(=O)N[C@@H](C)C(=O)NC(C)c2ccccc2)CC1 (stereo partly specified)
  A: 10	B: 3	C: -2	D: 3	E: -2	F: -5	G: 19	H: 3
O=C(NCC1(N2CCCCC2)CCCCC1)c1ccc(S(=O)(=O)N2CCCC2)cc1
  A: -18	B: 24	C: 18	D: 1	E: -2	F: -6	G: -8	H: -10
CC1(C(=O)NCCCNc2ncc(C(F)(F)F)cc2Cl)C=CC2(CCCCC2)N1C(=O)c1ccccc1 (stereo unspecified)
  A: 4	B: ·	C: ·	D: ·	E: 20	F: 14	G: 13	H: 2
O=C(NC1CCCCC1)C(Cc1ccccc1)N1C(=O)C2C3CCC(C3)C2C1=O (stereo unspecified)
  A: 17	B: 7	C: 6	D: 1	E: -2	F: 6	G: 4	H: 0
Cc1ccc(NC(=O)C2CC2C)c(Cl)c1 (stereo unspecified)
  A: -8	B: -17	C: -16	D: 9	E: 4	F: -12	G: -21	H: -4
O=C(Cn1nnc(-c2ccccc2)n1)Nc1cccc(S(=O)(=O)N2CCOCC2)c1
  A: -1	B: 14	C: 9	D: 4	E: -3	F: -6	G: -5	H: 1
O=C(c1cccc(F)c1)N1C2C=CC(C2)C1(C(F)(F)F)C(F)(F)F (stereo unspecified)
  A: 6	B: 19	C: 4	D: -2	E: 10	F: -14	G: 3	H: -6
O=C(COc1ccc(S(=O)(=O)N2CCOCC2)cc1Cl)NC1CCCCC1
  A: -25	B: 12	C: -9	D: 0	E: 16	F: -9	G: -35	H: -5

# One compound at a time (already shown). Order of values: Jurkat NFkB inh	CCR6 antag	Gli-Sufu antag	EBI2 antag	Apaf-1 inh	SENP8 block	697 NFkB inh	UBC13 inh
# `O=C(Cn1nnc(-c2ccccc2)n1)Nc1cccc(S(=O)(=O)N2CCOCC2)c1` reads -1	14	9	4	-3	-6	-5	1
# `CC1(C(=O)NCCCNc2ncc(C(F)(F)F)cc2Cl)C=CC2(CCCCC2)N1C(=O)c1ccccc1` (stereo unspecified) reads 4	·	·	·	20	14	13	2

# Filtered by structure: the compounds so far with a CF3 group (2)
# Abbreviations – A = Jurkat NFkB inh; B = CCR6 antag; C = Gli-Sufu antag; D = EBI2 antag; E = Apaf-1 inh; F = SENP8 block; G = 697 NFkB inh; H = UBC13 inh
CC1(C(=O)NCCCNc2ncc(C(F)(F)F)cc2Cl)C=CC2(CCCCC2)N1C(=O)c1ccccc1 (stereo unspecified)
  A: 4	B: ·	C: ·	D: ·	E: 20	F: 14	G: 13	H: 2
O=C(c1cccc(F)c1)N1C2C=CC(C2)C1(C(F)(F)F)C(F)(F)F (stereo unspecified)
  A: 6	B: 19	C: 4	D: -2	E: 10	F: -14	G: 3	H: -6

# Structural class: the entries above with a tert-butyl group
# Abbreviations – A = Jurkat NFkB inh; B = CCR6 antag; C = Gli-Sufu antag; D = EBI2 antag; E = Apaf-1 inh; F = SENP8 block; G = 697 NFkB inh; H = UBC13 inh
CC(C)(C)NS(=O)(=O)c1ccc2nc(NC(=O)Cc3cccs3)sc2c1
  A: 11	B: -4	C: -7	D: 5	E: 15	F: -9	G: 7	H: 6
CSCC[C@H](NC(=O)OC(C)(C)C)C(=O)N1CCC(C(=O)N[C@@H](C)C(=O)NC(C)c2ccccc2)CC1 (stereo partly specified)
  A: 10	B: 3	C: -2	D: 3	E: -2	F: -5	G: 19	H: 3

# The list is partial. The share of hits here may be higher or lower than overall.
